# Tb PYK inh – blocks Trypanosoma brucei pyruvate kinase. Potency, µM (doses to about 76.8 µM), without a hit: at the top dose activity, negative = inhibition, actives largely listed as inhibitors. 0.12% of 410,000 active. TbPYK enzyme, Kinase-Glo Plus ATP luminescence, 45 min; further: nearly all actives have a fitted effect of over 50% in size
#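 Glycolytic pyruvate kinase of T. brucei was incubated with substrate, test compound and 130 uM ADP for 45 minutes at room temperature. Luminescent Kinase-Glo Plus signal was measured after 10 minutes.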
# Sm TGR block – inhibitors of Schistosoma mansoni thioredoxin glutathione reductase; Q962Y6; purified TGR, DTNB reduction, TNB absorbance 405 nm; Potency, µM (titrated, usually from 114 µM), inactives show at the top dose activity change, negative = inhibition, hits mostly inhibitors; 3% of 360,000 active; AID 485364; further: nearly all actives have a fitted effect of over 60% in size
#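 TGR 20 nM + NADPH 100 uM (dispensed conc.), cpd preinc 15 min RT; start with NADPH (500 uM addition) then DTNB (15 mM addition). Kinetic TNB absorbance, 405 nm filter. Four-parameter Hill fit across titration.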
# An asterisk follows results filed as active; [ ] = dose if it differs, or a comment. The call rests on the fitted dose curve; in most records, active means well fitted curve in the direction sought with a large enough effect; inconclusive means small, poorly fitted or top-dose-only effect, or another doubt; inactive means no such curve, though single readings can be large; an effect the other way counts as inactive or inconclusive. On the % scale 0 is the no-effect control and ±100 the full control effect; potency means the concentration at half of the fitted maximal effect. Some of the compounds tested, so the mix of outcomes need not match the whole.
[1] Cc1ccccc1OCC(=O)NCC(c1ccc(Cl)cc1)N1CCCCC1 (stereo unspecified)
  Tb PYK inh: -0.4% | Sm TGR block: -5.7%

[2] O=C(c1ccc2c(c1)N(Cc1ccc(F)cc1)C(=O)c1ccccc1S2(=O)=O)N1CCC(Cc2ccccc2)CC1
  Tb PYK inh: 3.4% | Sm TGR block: 9.8%

[3] Cc1ccc([N+](=O)[O-])cc1NC(=O)CN(c1ccccc1)S(=O)(=O)N(C)C
  Tb PYK inh: -2.1% | Sm TGR block: -0.5%

[4] CCN(CC)CCCNc1sc(S(=O)(=O)c2ccccc2)nc1S(=O)(=O)c1ccc(Cl)cc1
  Tb PYK inh: -7.4% | Sm TGR block: 0.0%

[5] CCc1ccc(C2CC(=O)c3c([nH]c(C(=O)OC4CCC(C)CC4)c3C)C2)cc1 (stereo unspecified)
  Tb PYK inh: 8.0% | Sm TGR block: 1.5%

[6] CC(=O)Nc1ccc(Nc2ncnc3c2c(-c2ccccc2)cn3-c2ccc(C)c(Cl)c2)cc1
  Tb PYK inh: -10.2% | Sm TGR block: -4.0%

[7] COc1ccccc1CNC(=O)c1cc2c(=O)n(Cc3cccs3)ccc2nc1C
  Tb PYK inh: -1.5% | Sm TGR block: -11.3%

[8] CCOc1ccc(-n2c(SCC(=O)Nc3cc(C)ccc3C)nc3c([nH]c4ccccc43)c2=O)cc1
  Tb PYK inh: 0.5% | Sm TGR block: 3.4%

[9] CCOc1ccc(C(=O)Nc2ccc3oc(-c4ccc5ccccc5c4)nc3c2)cc1
  Tb PYK inh: -3.1% | Sm TGR block: 11.4%

[10] Cc1ccc(CN2CCCN(CC(=O)Nc3ccc(C)cc3C)S2(=O)=O)cc1
  Tb PYK inh: -0.4%[15.4 µM] | Sm TGR block: 5.2%

[11] CCOC(=O)c1ccc(OCC2c3cc(OC)c(OC)cc3CCN2C(=O)Cc2ccc(OC)c(OC)c2)cc1 (stereo unspecified)
  Tb PYK inh: -0.5% | Sm TGR block: -11.0%

[12] Cc1nnc(N2CCCC(C(=O)NCCc3ccc(Cl)cc3)C2)c2nn(-c3ccccc3)c(C)c12 (stereo unspecified)
  Tb PYK inh: 4.1% | Sm TGR block: 7.3%

[13] Cc1ccc(C)c(N2CCN(C(=O)CCn3c(=O)[nH]c4ccccc4c3=O)CC2)c1
  Tb PYK inh: 1.5% | Sm TGR block: -1.6%

[14] COc1ccc(Cn2c(=O)[nH]c3cc(C(=O)N4CCN(c5cc(Cl)ccc5C)CC4)ccc3c2=O)cc1
  Tb PYK inh: 5.4% | Sm TGR block: 7.9%

[15] CCOc1ccccc1NC(=O)c1ccc2c(c1)CCN2S(=O)(=O)c1ccc(C)cc1
  Tb PYK inh: 2.0% | Sm TGR block: -0.4%

# Complete entries as entered above.
# Cc1ccc(C)c(N2CCN(C(=O)CCn3c(=O)[nH]c4ccccc4c3=O)CC2)c1 is listed with Tb PYK inh = 1.5%; Sm TGR block = -1.6%
# Cc1ccc(CN2CCCN(CC(=O)Nc3ccc(C)cc3C)S2(=O)=O)cc1 is listed with Tb PYK inh = -0.4%[15.4 µM]; Sm TGR block = 5.2%

# Next structures:
[16] CCOc1ccc(Nc2c3c(nc4nncn24)CCC3)cc1
  Tb PYK inh: -0.5% | Sm TGR block: 0.5%

[17] CCc1ccc2c(c1)c(=O)c(S(=O)(=O)c1ccc(F)cc1)cn2CC(=O)Nc1ccccc1OC
  Tb PYK inh: -6.9% | Sm TGR block: -8.1%

[18] COc1ccc(N2C(=O)CSC23C(=O)N(CC(=O)Nc2ccccc2F)c2ccccc23)cc1 (stereo unspecified)
  Tb PYK inh: 3.1% | Sm TGR block: 10.1%

[19] Cc1ccc(NC(=O)c2ncoc2-c2ccco2)cc1Cl
  Tb PYK inh: -10.3% | Sm TGR block: 1.6%

[20] CCn1cc(C(=O)NCCCOC(C)C)c(=O)c2cc(S(=O)(=O)N(C)C3CCCCC3)ccc21
  Tb PYK inh: 8.8% | Sm TGR block: -1.2%

[21] COc1cccc(NCc2nnc3n2CCCCC3)c1
  Tb PYK inh: 6.5% | Sm TGR block: 5.2%

[22] CN(C)C(=O)c1ccc2c(c1)N(CC(=O)NCc1ccccc1Cl)C(=O)C1CCCCN21 (stereo unspecified)
  Tb PYK inh: -7.9% | Sm TGR block: -25.9%

[23] COc1ccc(-c2nc3cc(NC(=O)COc4ccccc4C)ccc3o2)cc1
  Tb PYK inh: 4.0% | Sm TGR block: -6.9%

[24] Cc1nn(CCCC(=O)NCc2ccccc2Br)c(=O)c2c1sc1ccccc12
  Tb PYK inh: 1.3% | Sm TGR block: 1.4%

[25] COC(=O)c1cc(NC2(c3ccccc3)C(=O)c3ccccc3C2=O)cc(C(=O)OC)c1
  Tb PYK inh: 1.3% | Sm TGR block: 20.9%

[26] Cc1ccc(NC(=O)COCc2cc(-c3cccs3)on2)cc1Cl
  Tb PYK inh: -0.8% | Sm TGR block: 3.5%

[27] CCOC(=O)c1c(N)n(-c2ccccc2CC)c2nc3ccccc3nc12
  Tb PYK inh: 5.3% | Sm TGR block: 3.8%

[28] CCC(C(=O)Nc1ccc(C)c(Cl)c1)n1c(=O)c(-c2ccccc2NC(C)=O)nc2ccccc21 (stereo unspecified)
  Tb PYK inh: -4.7% | Sm TGR block: -5.6%

[29] Cc1nc2ncnn2c(C)c1CCC(=O)N1CCN(c2ccccc2)CC1
  Tb PYK inh: 4.8% | Sm TGR block: 0.3%

[30] CCCn1c2ccccc2c2cnn(CC(=O)NCCc3ccc(S(N)(=O)=O)cc3)c(=O)c21
  Tb PYK inh: 4.0% | Sm TGR block: 9.9%

# Next section, overlapping the part above by three compounds.
[28] CCC(C(=O)Nc1ccc(C)c(Cl)c1)n1c(=O)c(-c2ccccc2NC(C)=O)nc2ccccc21 (stereo unspecified)
  Tb PYK inh: -4.7% | Sm TGR block: -5.6%

[29] Cc1nc2ncnn2c(C)c1CCC(=O)N1CCN(c2ccccc2)CC1
  Tb PYK inh: 4.8% | Sm TGR block: 0.3%

[30] CCCn1c2ccccc2c2cnn(CC(=O)NCCc3ccc(S(N)(=O)=O)cc3)c(=O)c21
  Tb PYK inh: 4.0% | Sm TGR block: 9.9%

[31] CCCCOc1ccc(C(=O)N(Cc2nc(-c3ccc(Cl)cc3)no2)C(C)C)cc1
  Tb PYK inh: -6.1% | Sm TGR block: 3.0%

[32] Cc1ccc(-c2cc(C(=O)N3CCN(S(=O)(=O)c4ccc(Br)s4)CC3)[nH]n2)cc1C
  Tb PYK inh: -1.3%[15.4 µM] | Sm TGR block: -0.6%

[33] CCOc1ccccc1NS(=O)(=O)c1cc2[nH]c(=O)c(=O)[nH]c2cc1C
  Tb PYK inh: -1.4% | Sm TGR block: -1.7%

[34] Cc1ccc(C(=O)Nc2nnc(SCc3cc(=O)n4ccc(C)cc4n3)s2)cc1
  Tb PYK inh: 1.6% | Sm TGR block: -5.1%

[35] Cc1cc(NC(=O)CC(C)C)cc(-c2nc3ncccc3o2)c1O
  Tb PYK inh: -2.0% | Sm TGR block: 2.0%

[36] Cc1ccc(Nc2nc3ccccc3c3nnc(C)n23)cc1Cl
  Tb PYK inh: -9.6%[15.4 µM] | Sm TGR block: 4.3%

[37] N#C/C(=C/c1cn(Cc2ccccc2Cl)c2ccccc12)C(=O)Nc1cccc(Cl)c1
  Tb PYK inh: 1.0% | Sm TGR block: 16.5%

[38] Cc1cccc(NC(=O)c2cc3c(=O)n4cccc(C)c4nc3s2)c1C
  Tb PYK inh: -1.9% | Sm TGR block: 0.2%

[39] CCOC(=O)c1c(C)c(C(=O)NCCc2ccc(OC)cc2)c(C)n1CC
  Tb PYK inh: -4.5% | Sm TGR block: 22.4µM*

[40] CCc1ccc(CNC(=O)c2ccc(CSc3nc4ccncc4n3Cc3ccccc3)cc2)cc1
  Tb PYK inh: 4.2% | Sm TGR block: -3.3%

[41] CCOc1ccc(-c2cc3c(=O)n(Cc4nc(-c5ccccc5OCC)oc4C)ccn3n2)cc1Cl
  Tb PYK inh: -4.4% | Sm TGR block: 3.7%

[42] Cc1cccc(NC(=O)CSc2nc(=O)n(CCN3CCOCC3)c3c2CCC3)c1
  Tb PYK inh: 1.8% | Sm TGR block: 2.8%

[43] Cc1ccc(S(=O)(=O)N(CCc2ccccc2)CC(=O)Nc2cc(C)ccc2C)cc1
  Tb PYK inh: 1.5% | Sm TGR block: 5.2%

[44] CC(=O)Nc1ccc(NS(=O)(=O)c2ccc3c(c2)CC(C)N3C(=O)C2CCC2)cc1 (stereo unspecified)
  Tb PYK inh: -2.5% | Sm TGR block: 4.3%

[45] COc1ccc(Br)cc1CNC(=O)CN1C(=O)CCCc2ccccc21
  Tb PYK inh: 0.5% | Sm TGR block: -1.8%

[46] CC(C)OC(=O)/C(C#N)=C/c1ccc(-c2ccc(Cl)c(Cl)c2)o1
  Tb PYK inh: 0.1% | Sm TGR block: 7.6%

[47] Cc1ccc2cccc(NC(=O)c3cccc4c(Cl)cccc34)c2n1
  Tb PYK inh: -0.2% | Sm TGR block: 2.6%

[48] Cc1ccc(CNC(=O)c2ccc3c(c2)N(Cc2ccccc2Cl)C(=O)CS3)cc1
  Tb PYK inh: -2.5% | Sm TGR block: 5.6%

[49] CC(C)CN(CCCNC(=O)Cn1ncc2c3ccccc3n(C)c2c1=O)CC(C)C
  Tb PYK inh: -0.2% | Sm TGR block: -1.8%

[50] CC(CNC(=O)c1ccc(Cn2c(SCc3ccccc3)nc3cccnc32)cc1)c1ccccc1 (stereo unspecified)
  Tb PYK inh: 2.8% | Sm TGR block: 4.2%

[51] Cc1ccc(S(=O)(=O)c2cn(C)c3cc(N4CCOCC4)c(F)cc3c2=O)c(C)c1
  Tb PYK inh: 2.6% | Sm TGR block: 4.2%

[52] Cc1ccc(S(=O)(=O)N2CCN(Cc3ccccc3)CC2)c(C)c1NS(C)(=O)=O
  Tb PYK inh: -9.1% | Sm TGR block: 1.0%

[53] CC(C)c1ccc(C2=CC(c3cccc(Cl)c3)n3c(nc4ccccc43)N2)cc1 (stereo unspecified)
  Tb PYK inh: 2.6% | Sm TGR block: -3.1%

[54] O=C(c1ccc2c(c1)N(Cc1cccc(Cl)c1)C(=O)c1ccccc1S2(=O)=O)N1CCN(c2cccc(C(F)(F)F)c2)CC1
  Tb PYK inh: -1.4% | Sm TGR block: 13.6%

[55] COc1ccc(N2CCN(C(=O)c3nc(-c4ccc(Cl)cc4)n4c3CCCCC4)CC2)cc1
  Tb PYK inh: 11.6% | Sm TGR block: 2.9%

[56] CCc1ccccc1NC(=O)C(=O)NCCc1sc(-c2cccc(C)c2)nc1C
  Tb PYK inh: 6.2% | Sm TGR block: 0.3%

[57] O=C(Nc1ccccc1)c1ccc2c(O)c(S(=O)(=O)c3ccc(Cl)cc3)c(=O)[nH]c2c1
  Tb PYK inh: 2.6% | Sm TGR block: -0.5%

[58] COCCCNS(=O)(=O)c1ccc(N2CCCCS2(=O)=O)cc1
  Tb PYK inh: 1.9% | Sm TGR block: 5.1%

[59] Cc1ccccc1OCc1nc2ccccc2n1Cc1ccccc1Cl
  Tb PYK inh: 1.1% | Sm TGR block: 11.2%

[60] CCOc1ccc(C(=O)Nc2ccc3nc(SCC(=O)N4CCOCC4)sc3c2)cc1
  Tb PYK inh: 1.3% | Sm TGR block: 0.1%

# 3 compounds from above, arranged by formula weight, smallest number first.
[58] COCCCNS(=O)(=O)c1ccc(N2CCCCS2(=O)=O)cc1
  Tb PYK inh: 1.9% | Sm TGR block: 5.1%

[53] CC(C)c1ccc(C2=CC(c3cccc(Cl)c3)n3c(nc4ccccc43)N2)cc1 (stereo unspecified)
  Tb PYK inh: 2.6% | Sm TGR block: -3.1%

[55] COc1ccc(N2CCN(C(=O)c3nc(-c4ccc(Cl)cc4)n4c3CCCCC4)CC2)cc1
  Tb PYK inh: 11.6% | Sm TGR block: 2.9%
